esBAF inh: SWI/SNF esBAF complex inhibition; mouse ES cells, Bmi1-luciferase knock-in reporter, 24 h; 100% = twice the neutral-well signal; reporter increase, % at 12.5 µM; 350,000 compounds, 2% hits; in the data active = activation above about 40%; inconclusive = no clear call, values can overlap the other calls;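 also: 0% = median of the plate's neutral control wells and 100% = double that signal; a rise in the Bmi1 reporter signal indicates esBAF inhibition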
C2C12 statin: protects C2C12 myotubes from simvastatin toxicity | ATP luminescence, 48 h; scaled: DMSO 0, geranylgeraniol control 100 | rescue of ATP level, % at 7.49 µM | 330,000 compounds, 0.78% hits;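 active = mean ATP rescue above about 67%, or every replicate alone reaching that limit, limit read from the data, passing the limit was not always enough; inconclusive = no clear call, values can overlap the other calls; inactive = mean under the limit and some replicate under it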;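 also: myotubes were challenged with 10 µM simvastatin during compound exposure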
Casp6 inh: inhibitors of human caspase-6; P55212; purified caspase-6, Z-VEID-R110 cleavage fluorescence; inhibition, % at 12.5 µM; 350,000 compounds, 0.53% hits; AID 686996;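 active = mean inhibition across replicates at least about 35%, with every replicate also reaching that limit, limit read from the data; inconclusive = only one of the two criteria met; inactive = neither criterion met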;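 also: 0% = median of neutral control wells and 100% = no fluorescence left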
Target sequence (P55212 24-179 limits assumed): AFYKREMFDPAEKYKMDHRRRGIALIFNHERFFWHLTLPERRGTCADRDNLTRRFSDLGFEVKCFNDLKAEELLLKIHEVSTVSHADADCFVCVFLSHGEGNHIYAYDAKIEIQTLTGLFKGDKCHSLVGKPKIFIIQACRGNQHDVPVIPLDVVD
Target sequence (P55212 194-293 limits assumed): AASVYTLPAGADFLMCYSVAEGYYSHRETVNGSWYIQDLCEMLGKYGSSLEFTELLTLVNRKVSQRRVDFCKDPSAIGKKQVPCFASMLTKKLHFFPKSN
S100A4 MyoIIA: S100A4-myosin IIA interaction inhibition; P26447; S100A4/TAMRA-MyoIIA peptide fluorescence polarization; inhibition, % at 10.7 µM; 360,000 compounds, 0.14% hits; AID 652163;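 active = mean inhibition of at least 70% across replicates, with every replicate also reaching that level; inconclusive = mean inhibition reaches 70% but some replicates fall short; inactive = mean inhibition below 70%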
Target sequence (P26447 whole entry, looked up): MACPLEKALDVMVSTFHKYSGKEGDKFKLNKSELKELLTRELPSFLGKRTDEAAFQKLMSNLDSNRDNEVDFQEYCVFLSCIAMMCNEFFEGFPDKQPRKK
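incubation = readout 5 min after mixing, signal stable up to 60 min | system = S100A4 monomer protein | buffer or medium = HEPES pH 7.2 with CaCl2, KCl, NaCl, DTT, Triton | benchmarks = neutral control DMSO, positive control TFP | also added = fluorescent myosin IIA peptide, 5 nM | compound dosing = one concentration per compound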
SIRT5 block: inhibitors of human sirtuin-5 desuccinylase | Q9NXA8 | Purified SirT5, succinyl-peptide AMC, trypsin-coupled fluorescence | inhibition, % at 15 µM | 330,000 compounds, 1.1% hits; in the data active = inhibition above about 15%; inconclusive = no clear call, values can overlap the other calls
Target sequence (Q9NXA8 whole entry, looked up): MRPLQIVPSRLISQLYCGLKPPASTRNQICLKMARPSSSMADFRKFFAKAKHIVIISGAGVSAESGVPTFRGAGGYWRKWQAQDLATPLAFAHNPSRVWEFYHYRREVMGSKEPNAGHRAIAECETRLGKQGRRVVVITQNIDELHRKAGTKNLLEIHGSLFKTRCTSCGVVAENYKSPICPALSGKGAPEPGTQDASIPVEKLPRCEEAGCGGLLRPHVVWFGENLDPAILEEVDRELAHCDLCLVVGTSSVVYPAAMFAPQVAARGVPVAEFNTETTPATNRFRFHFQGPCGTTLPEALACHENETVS
FN deposition inh: fibronectin deposition inhibition | AH1F fibroblasts, Alexa488-fibronectin deposition fluorescence, overnight | inhibition, % at 12.6 µM | 350,000 compounds, 0.086% hits;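 active = mean inhibition across replicates of 30% or more, regardless of how many single replicates reach that level; inconclusive = mean under 30% yet at least half of replicates reach 30%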;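 also: positive control wells lacked labelled fibronectin entirely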
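Assay system: AH1F fibroblasts / Quantity: 10000 cells per well / Medium: DMEM plus 2% serum, read in PBS / Reagent: labelled fibronectin 24 nM / Dosing: single dose, pinned / Times: 1 h cell attachment, overnight exposure to compound and label / Signal: fluorescence, ex 485 nm, em 525 nm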
LGR2 antag: inhibitors of bursicon-induced Drosophila LGR2 receptor cAMP signaling. AID 720647. inhibition, % at 9.99 µM. 380,000 compounds, 0.35% hits. HEK293 LGR2, CRE-luciferase, bursicon-stimulated, 4 h;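 active = drop in luminescence signal, shown as inhibition above about 50% in the replicate tests, limit read from the data, passing the limit was not always enough; inconclusive = probably only some replicates passing the limit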;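 also: agonist challenge used bursicon conditioned medium at about half maximal strength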
The depositor's hits bear a star; ? = inconclusive; . = not tested or not shown; & = joins results of further samples. The list is partial, so the mix of outcomes need not match the whole.

SMILES	esBAF inh	C2C12 statin	Casp6 inh	S100A4 MyoIIA	SIRT5 block	FN deposition inh	LGR2 antag
CC1CCCCC12NC(=O)N(CC(=O)OCC(=O)c1ccc(OC(F)F)cc1OC(F)F)C2=O (stereo not given)	2.0	6.1	-2.4	-12.1	-2.2	1.3	-5.0
Cc1ccc(-c2noc(CCC(=O)Nc3cc(C)ccn3)n2)cc1	-0.4	-6.0	.	.	.	.	4.9
O=C(COc1ccc(Br)cc1F)Nc1nnc(C2CC2)s1	5.0	36.7	-2.1	0.1	-1.7	-2.5	-2.8
Cc1cc2c(cc1S(=O)(=O)NCC(C)c1ccccc1)n(C)c(=O)c(=O)n2C (stereo not given)	1.1	-14.3	2.0	-4.1	.	10.6	-11.7
CCC(=O)Nc1cccc(NC(=S)NC(=O)c2ccc(C)cc2)c1	96.0*	-5.4	3.8	-1.4	-0.5	-1.5	-61.1
COc1ccc(NC(=O)CC2C(=O)N(c3ccc(F)cc3)C(=S)N2NC(=O)c2ccccc2)cc1 (stereo not given)	.	.	-0.8	3.2	-5.8	-14.1	-5.5
Cc1ccccc1CSCC(=O)NC(=O)NC(C)(C)C	-2.2	5.9	.	.	.	-1.2	-12.9
CCOC(=O)C(=Cc1ccc2c(c1)OCO2)c1ccccc1	0.2	-0.8	-2.8	-0.3	.	-3.8	-2.4
Cc1ccc(CNC(=O)c2ccc3c(c2)S(=O)(=O)c2ccccc2C3=O)o1	-2.4	7.2	.	.	.	8.6	-5.8
Cc1ccc(NC(=O)CCC(=O)c2cccs2)c(O)c1	.	.	-0.4	-4.6	10.4	-1.2	-23.7
COc1cccc(NC(=O)N(C)C[C@H]2OCc3ccccc3-c3c(n(C)c4ccccc34)C(=O)N([C@H](C)CO)C[C@@H]2C)c1	-3.8	.	-0.6	31.4	-0.5	0.4	14.5
COc1cccc(NC(=O)CSc2nnc3c(n2)[nH]c2ccc(C)cc23)c1	3.8	19.9	1.6	0.8	1.5	-8.4	2.1
CCc1ccc(N(CC(=O)NCc2ccco2)C(=O)CCC(=O)Nc2nccs2)cc1	-6.7	-2.4	-2.2	-19.9	-1.1	4.8	-4.3
O=C1CN(S(=O)(=O)c2ccccc2)C[C@@H]2[C@H](c3ccc(C#CCc4ccccc4)cc3)[C@H](CO)N12	.	.	0.9	-0.6	7.7	.	5.7
COC(=O)C[C@@H]1CC[C@@H]2[C@H](COC[C@H](O)CN2C(=O)Nc2ccccc2OC)O1	-5.4	2.8	-5.4	11.3	1.8	-2.2	-8.0
CC(=O)Nc1ccc(NC(=O)CS(=O)(=O)Cc2ccccc2)cc1	7.9	-8.7	-2.7	-3.7	-11.9	.	3.0
C[C@@H]1CN([C@@H](C)CO)C(=O)c2cc(NC(=O)Nc3cccc4ccccc34)ccc2O[C@@H](C)CCCCO[C@@H]1CN(C)S(=O)(=O)c1ccc(Cl)cc1	2.2	.	1.5	-13.5	18.7*	-3.0	21.7
O=[N+]([O-])c1ccccc1/C=N/n1c(-c2ccccc2)n[nH]c1=S	-9.8	11.4	2.8	-1.3	0.2	0.8	15.0
COc1ccc(OC)c(-c2nc3cc4ccccc4cc3nc2-c2ccccc2)c1	9.2	0.5	-2.8	-2.2	.	-1.8	-2.7
OCC1(CO)COC(/C=C/c2ccccc2)=N1	-2.1	18.9	-1.4	4.7	-0.9	-10.0	-7.5
COc1ccc2[nH]c(C(=O)N/N=C/c3ccc(O)cc3O)cc2c1	-53.9	-8.9	5.6	-6.2	-7.8	.	9.5
Nc1nc(NC(=O)/C=C\C(=O)O)nn1-c1ccccc1	-1.0	-9.5	9.1	2.5	3.5	19.7	.
C[C@H](CO)N1C[C@H](C)[C@@H](CN(C)C)OCCCC[C@H](C)Oc2ccc(NS(=O)(=O)c3ccccc3)cc2C1=O	-3.8	-5.2	.	.	.	-1.7	-2.0
O=C(N/N=C/c1ccccc1OCc1ccccc1Cl)c1cccnc1	8.4	17.1	0.1	-0.7	-1.3	-0.5	-9.8
CC(C)c1ccc(CN2C(=O)NC3(CCCCCC3)C2=O)cc1	-1.5	-15.1	1.2	-1.6	2.8	-1.1	4.1
CCn1c(Cc2ccccc2)n[nH]c1=S	-4.6	-4.2	0.8	1.4	30.5*	-0.2	7.5
Nc1cc(N)nc(SCc2ccccc2Cl)n1	-3.1	3.7	-0.3	7.1	2.2	10.3	-34.9
O=C(c1cccc(C(F)(F)F)c1)C1CCCN(C(=O)CN2CCOC2=O)C1 (stereo not given)	4.8	3.1	-0.6	2.2	-1.1	-2.2	0.0
O=C(NNC(=O)C1CCN(Cc2cccc(F)c2)CC1)c1cccc(Cl)c1	13.5	-3.6	.	.	.	.	4.9
COc1ccc(O)c(/C=C(\C#N)C(=O)Nc2cccnc2)c1	.	.	5.6	2.5	-2.1	6.4	.
CC[n+]1c(/C=C/Nc2ccccc2)oc2ccccc21	0.6	-87.9	.	.	.	-5.2	.
C[C@H](CO)N1C[C@H](C)[C@H](CN(C)S(=O)(=O)c2ccsc2)OCc2ccccc2-c2ccccc2C1=O	0.9	11.8	-0.6	12.3	-1.5	-0.1	-16.6
CC(C)(C)c1ccc(CC(=O)N2CCC2(C)C(=O)NS(=O)(=O)c2ccc(Cl)cc2)cc1 (stereo not given)	-8.0	-13.1	3.1	-0.5	0.0	2.5	23.3
C[C@H](CO)N1C[C@H](C)[C@@H](CN(C)C(=O)Nc2ccc3c(c2)OCO3)Oc2ccc(NC(=O)Cn3cnnn3)cc2CC1=O	4.2	37.3	3.1	-1.7	-2.0	.	20.4
CCCCN(CCCC)CCNC(=O)CN1C(=O)CSc2ccc(S(=O)(=O)N3CCCCC3)cc21	2.6	3.2	-0.7	0.5	1.5	-34.0	-3.4
Cc1noc(C)c1S(=O)(=O)Nc1ccc2c(c1)C(=O)N([C@@H](C)CO)C[C@H](C)[C@H](CN(C)C(=O)Nc1ccc(C(F)(F)F)cc1)OCCCC[C@H](C)O2	2.3	.	-2.7	-21.8	8.4	.	39.9
N#Cc1cccc(-c2ccc(C3[C@@H]4CN(C(=O)c5ccccn5)C[C@H]3N4)cc2)c1 (stereo not given in full)	.	.	-4.9&0.0	17.4&-20.1	4.1&-3.9	-3.1&-4.0	?
COc1ccc(NC(=O)N(C)C[C@H]2Oc3ccc(NC(=O)C4CC4)cc3C(=O)N([C@@H](C)CO)C[C@H]2C)cc1	-1.5	23.7	-2.2	-11.3	4.5	.	-7.4
Cc1ccc(S(=O)(=O)N2CCOCC2)cc1NC(=O)COc1ccc(-c2nnco2)cc1	-2.1	-0.5	1.5	-5.4	-0.3	.	6.1
CC(C)[C@H](NC(=O)c1ccco1)C(=O)Nc1ccc(N2CCCCCC2)cc1	-0.1	14.2	1.8	-7.9	-3.2	2.9	2.6
COc1cccc(/C=N/NC(=O)c2ccc(=O)n(C)c2)c1O	-6.3	-4.6	.	.	.	-0.6	-3.5
CN(C(=O)CSc1nnc(C2CC2)n1C)C1CCCc2ccccc21 (stereo not given)	.	.	-1.2	-3.1	0.3	.	-6.4
NCC[C@@H]1CC[C@@H](NC(=O)C2CCCC2)[C@@H](CO)O1	-3.4	-0.1	-4.6	0.8	-2.3	.	6.5
COCCN1C(=O)N(C)[C@@H](c2ccccc2)C(C(C)=O)=C1C	-5.2	0.0	3.4	-0.5	-8.3	3.8	10.8
COc1cc2c(cc1OC)C(C)N(C(=O)c1c(-c3ccccc3)noc1C)CC2 (stereo not given)	0.0	-5.0	-1.5	15.6	-0.8	-3.2	9.3
Cc1cc2oc(=O)cc(-c3cc4ccccc4o3)c2cc1O	18.1	-35.0	4.5	-0.5	-6.1	-9.3	-18.1
CC(C)(C)[S@@](=O)N1Cc2cc(C(=O)N3CCCCC3)nc(-c3cccc(Br)c3)c2[C@H]1CCO	.	.	11.1	-54.8	0.1	4.3	13.1
Cc1ccc(NC(=O)CSc2ncnc3ccccc23)cc1S(=O)(=O)N1CCCCCC1	.	.	-1.5	-1.2	-5.8	-11.3	41.8

Random excerpt: seven entries already listed
SMILES	esBAF inh	C2C12 statin	Casp6 inh	S100A4 MyoIIA	SIRT5 block	FN deposition inh	LGR2 antag
COCCN1C(=O)N(C)[C@@H](c2ccccc2)C(C(C)=O)=C1C	-5.2	0.0	3.4	-0.5	-8.3	3.8	10.8
COc1cccc(/C=N/NC(=O)c2ccc(=O)n(C)c2)c1O	-6.3	-4.6	.	.	.	-0.6	-3.5
COc1cc2c(cc1OC)C(C)N(C(=O)c1c(-c3ccccc3)noc1C)CC2 (stereo not given)	0.0	-5.0	-1.5	15.6	-0.8	-3.2	9.3
N#Cc1cccc(-c2ccc(C3[C@@H]4CN(C(=O)c5ccccn5)C[C@H]3N4)cc2)c1 (stereo not given in full)	.	.	-4.9&0.0	17.4&-20.1	4.1&-3.9	-3.1&-4.0	?
Cc1ccc(NC(=O)CSc2ncnc3ccccc23)cc1S(=O)(=O)N1CCCCCC1	.	.	-1.5	-1.2	-5.8	-11.3	41.8
CC(C)(C)[S@@](=O)N1Cc2cc(C(=O)N3CCCCC3)nc(-c3cccc(Br)c3)c2[C@H]1CCO	.	.	11.1	-54.8	0.1	4.3	13.1
CC(C)[C@H](NC(=O)c1ccco1)C(=O)Nc1ccc(N2CCCCCC2)cc1	-0.1	14.2	1.8	-7.9	-3.2	2.9	2.6

(cont.)
SMILES	esBAF inh	C2C12 statin	Casp6 inh	S100A4 MyoIIA	SIRT5 block	FN deposition inh	LGR2 antag
C/C(=N\NC(=O)c1ccc(CN2CCOCC2)cc1)c1ccc([N+](=O)[O-])cc1	.	.	-1.7	-2.0	-5.8	5.0	12.0
CCNC(=O)C[C@@H]1CC[C@@H](NS(=O)(=O)c2ccc(C)cc2)[C@H](CO)O1	3.6	-8.6	3.4	5.5	-1.1	.	5.5
CCN1CCN(C(C(=O)NC2CCCCC2)c2ccnc3ccccc23)CC1 (stereo not given)	-0.6	2.3	-4.3	4.7	0.1	-0.1	-2.1
CCOC(=O)c1cc(CC)sc1/N=C/C1C(=O)CCCC1=O	4.6	1.5	6.6	-0.1	-3.3	19.8	-10.5
Cc1cccc(C)c1NC(=O)CN(C)C(=O)c1ccccc1C(=O)N(C)Cc1ccccc1	-8.4	1.0	1.0	17.0	-19.3	0.2	14.4
O=C(CNC1CCCCC1)NN=C(c1ccccc1)c1ccccc1	.	.	0.3	-2.7	4.3	.	9.5
CCOc1ccccc1N1CC(C(=O)Nc2cc(S(=O)(=O)N3CCOCC3)ccc2OC(C)C)CC1=O (stereo not given)	-3.8	6.3	0.9	0.9	-2.4	0.0	12.4
O=[N+]([O-])c1cc(/C=N/O)ccc1Oc1cccc(Cl)c1	.	.	-0.3	2.7	1.3	17.5	-18.5
Cc1ccccc1-c1nnc(SCC(=O)NC2CCCC2)o1	-3.3	-1.6	8.0	-1.9	3.1	1.2	12.5
CCC(=O)Nc1ccc2c(c1)OC[C@@H](C)N(C(=O)Cc1ccccn1)C[C@@H](C)[C@@H](OC)CN(C)C2=O	2.1	-0.4	.	-8.5	1.7	-7.0	13.3
CCOC(=O)C1CCCN(S(=O)(=O)c2ccc(S(=O)(=O)N3CCCC3)cc2)C1 (stereo not given)	-16.3	11.3	1.5	6.2	-4.7	-13.0	2.3
O=C(C[C@@H]1CC[C@@H]2NC[C@@H](O)COC[C@H]2O1)NCCN1CCCCC1	3.2	-3.5	-2.3	-11.3	0.8	-3.3	9.2
Cc1cc(C)c(S(=O)(=O)Cc2ccc(Cl)cc2)c(=O)[nH]1	.	.	-0.3	2.8	1.1	-4.6	-24.6

Screens deposited in PubChem by Broad Institute.
